Assay outcomes deposited in PubChem BioAssay by National Center for Advancing Translational Sciences (NCATS).
G9a inh – qHTS Assay for Inhibitors of Histone Lysine Methyltransferase G9a. Histone-lysine N-methyltransferase EHMT2 (Homo sapiens), Q96KQ7. G9a H3K9 monomethylation, AlphaScreen, 2 h. Potency, µM (top dose mostly 102 µM), for the others: at the top dose activity, negative = inhibition, most hits filed as inhibitors. 350,000 compounds, 8.8% hits. AID 504332, 2011; further: potency means the concentration at half of the fitted maximal effect; on the % scale 0 is the no-effect control and ±100 the full control effect; nearly all actives have a fitted effect of over 75% in size
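AlphaScreen detection with an anti-monomethyl H3K9 antibody quantified product after a 2 h room-temperature reaction containing 500 nM biotinylated H3K9 peptide, 20 µM SAM and 20 nM enzyme, which had been preincubated 15 min with compound.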
GLS inhibitor – qHTS for Inhibitors of Glutaminase (GLS); Glutaminase kidney isoform, mitochondrial (Homo sapiens), O94925; 410,000 compounds, 0.21% hits; GLS enzymatic activity, qHTS titration; Potency, µM (doses to about 45.5 µM), for inactives: top-dose activity change, negative = inhibition, hits mostly inhibitors; further: potency means the concentration at half of the fitted maximal effect; on the % scale 0 is the no-effect control and ±100 the full control effect
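hKGA; 45 mM KH2PO4 pH 8.2 + 0.02% Tween-20; cpd via pin tool; 1 mM Gln soln; GluOx/HRP/Amplex Red; RT 30 min; fluor. t0 & final.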
JMJD2A Tudor – qHTS Assay for Inhibitors of JMJD2A-Tudor Domain. 390,000 compounds, 4.4% hits. AID 504339, 2011. Potency, µM (highest dose often 114 µM), inactives show at the top dose activity change, negative = inhibition, actives largely listed as inhibitors. AlphaScreen JMJD2A-Tudor / H3K4me3 peptide binding. Lysine-specific demethylase 4A (Homo sapiens), O75164; further: potency means the concentration at half of the fitted maximal effect; on the % scale 0 is the no-effect control and ±100 the full control effect; nearly all actives have a fitted effect of over 50% in size
HP1b chromo inh – HTS for Inhibitors of HP1-beta Chromodomain Interactions with Methylated Histone Tails; Potency, µM (highest dose often 114 µM), inactives show at the top dose activity change, negative = inhibition, hits mostly inhibitors; AlphaScreen HP1-beta / biotin-H3K9me3 peptide binding; 390,000 compounds, 0.56% hits; further: potency means the concentration at half of the fitted maximal effect; nearly all actives have a fitted effect of over 70% in size; inactives centre near 23
Target sequence (P83916 whole entry, looked up): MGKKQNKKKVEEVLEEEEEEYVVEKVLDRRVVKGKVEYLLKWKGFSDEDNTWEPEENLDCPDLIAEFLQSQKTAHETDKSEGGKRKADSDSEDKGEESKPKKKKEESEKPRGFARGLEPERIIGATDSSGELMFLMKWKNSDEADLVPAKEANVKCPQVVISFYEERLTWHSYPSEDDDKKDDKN
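HP1-beta protein (50 nM final) preincubated 30 min at room temperature with biotinylated H3(1-18)K9me3 peptide (50 nM) in PBS pH 7.4, 0.01% Tween-20, then compound added for 30 min. AlphaScreen streptavidin donor/nickel chelate acceptor beads (10 ug/mL final), 30 min dark, luminescence read.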
Tb PGK inh – qHTS Assay to Find Inhibitors of Phosphoglycerate Kinase; Phosphoglycerate kinase, glycosomal (Trypanosoma brucei brucei), P07378; PGK/GAPDH coupled, Kinase-Glo luminescence, 60 min; Potency, µM (top dose mostly 57.5 µM), for inactives: at the top dose activity change, negative = inhibition, actives largely listed as inhibitors; 380,000 compounds, 0.043% hits; AID 602233, 2012; further: potency means the concentration at half of the fitted maximal effect; on the % scale 0 is the no-effect control and ±100 the full control effect; nearly all actives have a fitted effect of over 60% in size
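Recombinant glycosomal PGK reaction used 1,3-bisphosphoglycerate generated in-well by GAPDH (100nM final) in 100mM TEA pH 7.6, 5mM MgCl2, 0.01% Tween-20. After 60 minutes at room temperature, ATP was read by Kinase-Glo Plus luminescence end-point.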
Pin1 inh – qHTS Assay to Find Inhibitors of Pin1; 390,000 compounds, 0.009% hits; Peptidyl-prolyl cis-trans isomerase NIMA-interacting 1 (Homo sapiens), Q13526; Pin1 FP peptide displacement, HiFluor488, 10 min; AID 504891, 2011; Potency, µM (titrated, usually from 115 µM), for inactives: at the highest dose activity, negative = inhibition, most hits filed as inhibitors; active means well fitted inhibition curve with a large enough effect in the polarisation, with a control signal flat, not every such curve was filed as active; inconclusive means small, poorly fitted or top-dose-only effect, or effect the other way, or a change in a side signal; inactive means no such curve, though single readings can be large or run the other way; the % refers to the polarisation; further: potency means the concentration at half of the fitted maximal effect; on the % scale 0 is the no-effect control and ±100 the full control effect
Target sequence (Q13526 whole entry, looked up): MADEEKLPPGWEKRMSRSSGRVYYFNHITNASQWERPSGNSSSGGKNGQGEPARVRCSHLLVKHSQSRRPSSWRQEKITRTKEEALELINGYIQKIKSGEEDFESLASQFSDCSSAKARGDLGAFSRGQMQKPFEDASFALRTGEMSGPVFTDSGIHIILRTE
Pol eta inh – qHTS for Inhibitors of Polymerase Eta; DNA polymerase eta (Homo sapiens), Q9Y253; recombinant Pol eta, fluorescent DNA replication assay; Potency, µM (top dose mostly 114 µM), without a hit: top-dose activity change, negative = inhibition, hits mostly inhibitors; 390,000 compounds, 1.2% hits; AID 588591, 2011; further: potency means the concentration at half of the fitted maximal effect; on the % scale 0 is the no-effect control and ±100 the full control effect
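Pol eta at 10 nM preincubated with compounds 15 min at room temperature; reaction started with fluorescent substrate (50 nM final) and read kinetically at 0 and 10 min.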
BAZ2B inh – qHTS Assay for Inhibitors of BAZ2B; Potency, µM (top dose mostly 114 µM), inactives show at the highest dose activity change, negative = inhibition, actives largely listed as inhibitors; AlphaScreen BAZ2B-H3K14Ac peptide displacement; Bromodomain adjacent to zinc finger domain protein 2B (Homo sapiens), Q9UIF8; 360,000 compounds, 4.4% hits; further: potency means the concentration at half of the fitted maximal effect; on the % scale 0 is the no-effect control and ±100 the full control effect; nearly all actives have a fitted effect of over 60% in size
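BAZ2B 50 nM plus b-H3(5-23)K14Ac 50 nM, PBS pH 7.4/0.01% Tween-20, 30 min RT; compound added (max 110 uM), 30 min RT; streptavidin donor/Ni-chelate acceptor beads 10 ug/mL final, 20 min dark; AlphaScreen read.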
PI4K2A block – qHTS for small molecular inhibitors of PI4K2A; Phosphatidylinositol 4-kinase type 2-alpha (Homo sapiens), Q9BTU6; purified PI4K2A, ADP-Glo luminescence, 1 h; hits give low values; activity change, negative = inhibition, % at 76.9 µM; 420,000 compounds, 0.13% hits; AID 1346378, 2018; in the data active means activity change below about -50%; inconclusive means mostly about -30% to -49%;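 further: -100% = wells without enzyme as full effect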
Target sequence (Q9BTU6 whole entry, looked up): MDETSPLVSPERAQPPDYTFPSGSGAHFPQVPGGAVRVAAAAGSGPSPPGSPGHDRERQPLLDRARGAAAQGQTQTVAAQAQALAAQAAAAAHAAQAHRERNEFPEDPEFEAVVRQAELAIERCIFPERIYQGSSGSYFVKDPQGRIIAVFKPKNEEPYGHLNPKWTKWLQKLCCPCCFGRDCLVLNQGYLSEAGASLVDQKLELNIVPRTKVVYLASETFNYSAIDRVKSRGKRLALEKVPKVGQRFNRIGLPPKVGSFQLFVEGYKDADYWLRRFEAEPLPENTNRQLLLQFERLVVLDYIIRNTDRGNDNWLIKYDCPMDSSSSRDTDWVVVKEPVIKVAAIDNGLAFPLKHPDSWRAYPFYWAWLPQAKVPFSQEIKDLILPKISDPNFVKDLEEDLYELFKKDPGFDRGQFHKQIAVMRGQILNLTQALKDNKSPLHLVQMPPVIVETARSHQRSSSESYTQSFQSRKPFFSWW
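In this quantitative HTS, ADP production by PI4K2A was quantified luminescently after 1 h at ambient temperature; 100 microM adenosine served as plate-quality control.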
The depositor's hits bear a star; i = inactive; ? = inconclusive; / = no result given; & = joins results of further samples; [ ] = remark or other dose. Unless noted, the call rests on the fitted dose curve; in most records, active means well fitted curve in the direction sought with a large enough effect; inconclusive means small, poorly fitted or top-dose-only effect, or another doubt; inactive means no such curve, though single readings can be large; an effect the other way counts as inactive or inconclusive. Not all compounds are listed, so the mix of outcomes need not match the whole.

SMILES	G9a inh	GLS inhibitor	JMJD2A Tudor	HP1b chromo inh	Tb PGK inh	Pin1 inh	Pol eta inh	BAZ2B inh	PI4K2A block
COc1ccc(CC(=O)Nc2nc(C(C)(C)C)cs2)cc1	-8.4%	1.3%	-5.2%	35.0%	4.1%	4.7%	-14.4%	2.1%	0.2
O=C(COc1ncnc2sccc12)Nc1cccc(S(=O)(=O)N2CCOCC2)c1	-12.1%[12.7 µM]	8.6%	-1.5%	24.5%	0.3%	10.9%	-16.1%	9.1%	4.9
NNC(=O)c1cccc(S(=O)(=O)Nc2cccc(C(F)(F)F)c2)c1	/	24.0%	-11.6%	51.7%[activator]	-4.1%	-0.7%	0.7%	-7.6%	-0.4
C1CCc2c(nc3nnnn3c2N2CCOCC2)C1	?	5.1%	-1.3%	23.6%	-10.8%	-2.1%	-1.0%	-1.8%	5.4
CNC(=S)NNC(=O)c1ccccc1F	2.7%	-13.7%	-8.0%	41.6%[activator]	-7.6%	?	-9.2%	-2.6%	3.1
CCOC(=O)Cc1c(C)nc2c(-c3ccc(Cl)cc3)c(C)nn2c1C	59.1%[activator]	0.0%	22.1%	94.3%[activator]	-6.0%	-5.0%	-13.0%	33.0%	0.1
CCN1CCN(c2ncc(C(=O)Nc3cc(Cl)c(OC)cc3OC)c3ccccc23)CC1	?	12.6%	-15.2%	21.4%	-6.1%	-3.8%	-10.0%	-3.4%	2.5
Cc1ccccc1NC(=O)C(=O)NCC1(c2ccccc2)CCCC1	0.6%[59 µM]	-10.4%	5.0%	31.8%	i	-2.0%	-16.8%	2.7%	1.7
COc1ccc(CCNC(=O)CN2C(=O)c3ccccc3C2=O)cc1	20.8%	0.8%	-11.3%	11.9%	0.9%	2.2%	-14.0%	-4.5%	0.0
CN(C(=O)C1CCOC1)c1nnc(-c2ccccn2)s1 (centres undefined)	3.7%[12.7 µM]	1.3%	-13.6%	8.3%	i	-3.0%	-14.4%	?	-7.4
N#C/C(=C\c1cn(Cc2ccccc2F)c2ccccc12)C(=O)NCc1ccco1	-0.3%[59 µM]	-1.6%	0.0%	17.4%	1.3%	?	-21.0%	-30.8%	-5.8
CC(NC(=O)CCCc1ccccc1)c1ccncc1 (centres undefined)	-10.0%	-2.1%	-10.3%	25.3%	19.8%	-5.8%	4.5%	-28.0%	-2.8
Cc1ccc(N(CC(=O)NCCSCc2ccco2)S(=O)(=O)c2ccc(C)cc2)cc1	-16.8%	5.5%	-21.2%	16.0%	-2.0%	15.7%	-19.5%	-4.5%	-1.8
O=[N+]([O-])c1ccc(C(=Nc2cccc3ccccc23)N2CCOCC2)cc1	44.7µM*	-6.7%	?	?	-1.9%	-0.4%	-2.6%	50.1µM*	0.0
CCC(=O)Nc1cccc(NC(=O)CSc2nc3c(c(=O)n(C)c(=O)n3C)n2C)c1	17.7%	8.1%	-14.5%	-0.6%	-4.1%	0.0%	-11.0%	-28.4%	2.7
Cc1ccccc1SCC(=O)NC1CCOC1=O (centres undefined)	-1.1%[59 µM]	-6.9%	-10.8%	14.5%	-2.7%	-0.4%	3.2%	2.0%	-3.1
CC(C)NC(=S)NNc1nc2ccccc2s1	2.24µM*	?	44.7µM*	50.1µM*	0.0%	-4.2%	-20.9%	-33.6%	-3.2
COc1ccc(C2=NN(c3ccccc3)C(c3cn(CCC(=O)O)nc3-c3ccccc3)C2)cc1 (centres undefined)	?	14.8%	5.1%	21.3%	-0.8%	-28.2%	-17.2%	?	5.9
COc1ccc(C(=O)N2CCCCCC2)cc1OC1CCN(C(C)=O)CC1	6.7%	-5.3%	10.2%	32.9%	-4.2%	-3.8%	-14.7%	-4.7%	6.8
O=[N+]([O-])c1ccccc1O[C@@H]1O[C@H](CO)[C@H](O)[C@H](O)[C@H]1O	0.4%	-0.9%	0.7%	19.5%	-5.3%	-2.1%	-10.6%	1.6%	2.8
CCOc1ccccc1NC(=O)Cn1c(=O)n(CCCC(=O)NCCOC)c(=O)c2cc(OC)c(OC)cc21	5.4%[59 µM]	-4.0%	-10.6%	16.4%	14.5%	-2.3%	-3.9%	4.8%	1.5
Nc1c(C(=O)CSc2nccn2-c2cccc(F)c2)c(=O)[nH]c(=O)n1C1CC1	17.1%[12.7 µM]	-1.3%	-15.5%	33.9%	0.6%	0.3%	-18.5%	12.8%	0.3
CCN1CCN(Cc2cc(=O)oc3cc4c(cc23)CCC4)CC1	-12.1%	3.4%	-11.4%	7.2%	i	2.2%	1.9%	5.1%	4.0
COc1ccc(NC(=O)c2oc3cc(C)c(C)cc3c2C)c(OC)c1	-2.6%[59 µM]	8.8%	-9.3%	2.8%	-8.8%	-8.0%	-14.9%	4.4%	6.6
C=CCNC(=O)NC(=O)CSc1nc2cc([N+](=O)[O-])ccc2n1-c1cccc(C(F)(F)F)c1	-2.9%	-1.5%	-18.1%	40.3%[activator]	9.7%	1.2%	-19.5%	-19.7%	-1.4

Additional entries follow.
SMILES	G9a inh	GLS inhibitor	JMJD2A Tudor	HP1b chromo inh	Tb PGK inh	Pin1 inh	Pol eta inh	BAZ2B inh	PI4K2A block
CCc1cc(C=NC2CCCCC2)c(O)s1	12.6µM*	3.0%	-35.4%[57.1 µM]	-9.8%	-2.5%	-0.5%	-8.7%	-30.9%	-24.6
Cc1ccc(N(Cc2cccs2)C(=O)c2ccc(OC(C)C)cc2)cc1	65.4%[activator][59 µM]	3.4%	47.7%[activator]	79.0%[activator]	i	?	-16.2%	18.0%	-0.8
Cc1nc2scc(C)n2c(=O)c1S(=O)(=O)NCC1CCN(Cc2ccc(Cl)cc2)CC1	22.8%[59 µM]	-12.6%	-24.0%	-3.5%	i	-2.3%	-12.0%	-14.5%	7.8
Oc1c(-c2cc(-c3ccco3)[nH]n2)ccc2ccccc12	?	19.9%	?	-22.2%	-5.0%	8.3%	-7.3%	?	-3.7
COc1ccccc1N(C)S(=O)(=O)c1ccc(Cl)c(C(=O)Nc2ccncc2)c1	9.3%[59 µM]	0.3%	-12.4%	20.2%	i	-0.6%	?	-26.6%	1.6
Cc1cc(C)c(C(N)=O)c(NCCc2ccccc2)n1	-3.1%[59 µM]	14.2%	-11.9%	8.8%	9.4%	-5.5%	-7.7%	7.2%	2.7
O=C(COC(=O)c1ccccc1O)NCc1ccc2c(c1)OCO2	/	5.0%	-15.3%	20.1%	4.1%	-3.3%	-10.5%	/	0.8
Cc1cccc(C(C)(C)C)c1OCCn1ccnc1	17.8µM*	8.7%	1.26µM*	50.1µM*	-8.7%	-11.6%	-5.9%	79.4µM*	-1.4
Cc1cccc(OCC(=O)Nc2ccc(S(=O)(=O)N(Cc3ccccc3)c3ccccc3)cc2)c1	1.1%[59 µM]	-1.9%	-8.6%	44.5%[activator]	-0.6%	-5.9%	-3.0%	-13.0%	2.6
NCCCCCc1nnc(SCc2ccc(Cl)cc2Cl)o1	/	/	-14.7%	34.0%	-1.8%	3.4%	4.9%	0.7%	5.5
COc1cccc(C(=O)N(Cc2cccs2)C2CCS(=O)(=O)C2)c1 (centres undefined)	-29.8%	-1.2%	1.8%	20.3%	-4.4%	0.7%	-14.2%	-1.2%	-0.7
Cc1ccc(Cl)cc1N1CCN(c2nc3ccccc3c3nc(-c4cccnc4)nn23)CC1	?	-18.7%	4.7%	18.1%	5.0%	-4.5%	-9.6%	1.8%	-2.5
O=C1NC(=O)C(c2ccc(Cl)cc2Cl)N1 (centres undefined)	/	0.5%	1.4%	-6.3%	-0.5%	-9.8%	-13.2%	/	4.9
Cn1nnc(NC(=S)NC(=O)c2ccco2)n1	7.94µM*	19.9%	?	?	-4.9%	-7.8%	-7.9%	?	-4.7
Cc1nc2ccc3nc(NC(=O)C4COc5ccccc5O4)sc3c2s1 (centres undefined)	13.9%[59 µM]	5.6%	-11.7%&-13.6%	56.0%&47.8%[activator]	i	18.8%&-14.7%	-9.7%	12.9%	-0.1
CCOc1ccccc1NC(=O)c1c(NC(=O)COc2ccccc2)sc2c1CCCC2	-0.3%[59 µM]	-5.5%	-1.6%	22.0%	2.0%	-1.3%	-12.5%	0.5%	-1.0
O=C(CSc1nnc(C2CC2)n1CC1CCCO1)Nc1ccccc1Cl (centres undefined)	16.9%	-3.4%	11.7%	35.0%	-8.3%	-3.9%	-7.2%	0.5%	-23.4
